Cav3 T inh: Cav3.2 calcium influx blockers – cell-based, Fluo-4 calcium fluorescence, FDSS, MLSMR library, primary screen; Voltage-dependent T-type calcium channel subunit alpha-1H (Homo sapiens), O95180; Cav3.2-expressing cells; stronger effect = lower value; B-score at 10 µM; hit rate 4% among 100,000;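 active means single-dose well whose peak fluorescence ratio is a statistical outlier from its plate by either plate-standardised score or position-corrected B-score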
Target sequence (O95180 whole entry, looked up): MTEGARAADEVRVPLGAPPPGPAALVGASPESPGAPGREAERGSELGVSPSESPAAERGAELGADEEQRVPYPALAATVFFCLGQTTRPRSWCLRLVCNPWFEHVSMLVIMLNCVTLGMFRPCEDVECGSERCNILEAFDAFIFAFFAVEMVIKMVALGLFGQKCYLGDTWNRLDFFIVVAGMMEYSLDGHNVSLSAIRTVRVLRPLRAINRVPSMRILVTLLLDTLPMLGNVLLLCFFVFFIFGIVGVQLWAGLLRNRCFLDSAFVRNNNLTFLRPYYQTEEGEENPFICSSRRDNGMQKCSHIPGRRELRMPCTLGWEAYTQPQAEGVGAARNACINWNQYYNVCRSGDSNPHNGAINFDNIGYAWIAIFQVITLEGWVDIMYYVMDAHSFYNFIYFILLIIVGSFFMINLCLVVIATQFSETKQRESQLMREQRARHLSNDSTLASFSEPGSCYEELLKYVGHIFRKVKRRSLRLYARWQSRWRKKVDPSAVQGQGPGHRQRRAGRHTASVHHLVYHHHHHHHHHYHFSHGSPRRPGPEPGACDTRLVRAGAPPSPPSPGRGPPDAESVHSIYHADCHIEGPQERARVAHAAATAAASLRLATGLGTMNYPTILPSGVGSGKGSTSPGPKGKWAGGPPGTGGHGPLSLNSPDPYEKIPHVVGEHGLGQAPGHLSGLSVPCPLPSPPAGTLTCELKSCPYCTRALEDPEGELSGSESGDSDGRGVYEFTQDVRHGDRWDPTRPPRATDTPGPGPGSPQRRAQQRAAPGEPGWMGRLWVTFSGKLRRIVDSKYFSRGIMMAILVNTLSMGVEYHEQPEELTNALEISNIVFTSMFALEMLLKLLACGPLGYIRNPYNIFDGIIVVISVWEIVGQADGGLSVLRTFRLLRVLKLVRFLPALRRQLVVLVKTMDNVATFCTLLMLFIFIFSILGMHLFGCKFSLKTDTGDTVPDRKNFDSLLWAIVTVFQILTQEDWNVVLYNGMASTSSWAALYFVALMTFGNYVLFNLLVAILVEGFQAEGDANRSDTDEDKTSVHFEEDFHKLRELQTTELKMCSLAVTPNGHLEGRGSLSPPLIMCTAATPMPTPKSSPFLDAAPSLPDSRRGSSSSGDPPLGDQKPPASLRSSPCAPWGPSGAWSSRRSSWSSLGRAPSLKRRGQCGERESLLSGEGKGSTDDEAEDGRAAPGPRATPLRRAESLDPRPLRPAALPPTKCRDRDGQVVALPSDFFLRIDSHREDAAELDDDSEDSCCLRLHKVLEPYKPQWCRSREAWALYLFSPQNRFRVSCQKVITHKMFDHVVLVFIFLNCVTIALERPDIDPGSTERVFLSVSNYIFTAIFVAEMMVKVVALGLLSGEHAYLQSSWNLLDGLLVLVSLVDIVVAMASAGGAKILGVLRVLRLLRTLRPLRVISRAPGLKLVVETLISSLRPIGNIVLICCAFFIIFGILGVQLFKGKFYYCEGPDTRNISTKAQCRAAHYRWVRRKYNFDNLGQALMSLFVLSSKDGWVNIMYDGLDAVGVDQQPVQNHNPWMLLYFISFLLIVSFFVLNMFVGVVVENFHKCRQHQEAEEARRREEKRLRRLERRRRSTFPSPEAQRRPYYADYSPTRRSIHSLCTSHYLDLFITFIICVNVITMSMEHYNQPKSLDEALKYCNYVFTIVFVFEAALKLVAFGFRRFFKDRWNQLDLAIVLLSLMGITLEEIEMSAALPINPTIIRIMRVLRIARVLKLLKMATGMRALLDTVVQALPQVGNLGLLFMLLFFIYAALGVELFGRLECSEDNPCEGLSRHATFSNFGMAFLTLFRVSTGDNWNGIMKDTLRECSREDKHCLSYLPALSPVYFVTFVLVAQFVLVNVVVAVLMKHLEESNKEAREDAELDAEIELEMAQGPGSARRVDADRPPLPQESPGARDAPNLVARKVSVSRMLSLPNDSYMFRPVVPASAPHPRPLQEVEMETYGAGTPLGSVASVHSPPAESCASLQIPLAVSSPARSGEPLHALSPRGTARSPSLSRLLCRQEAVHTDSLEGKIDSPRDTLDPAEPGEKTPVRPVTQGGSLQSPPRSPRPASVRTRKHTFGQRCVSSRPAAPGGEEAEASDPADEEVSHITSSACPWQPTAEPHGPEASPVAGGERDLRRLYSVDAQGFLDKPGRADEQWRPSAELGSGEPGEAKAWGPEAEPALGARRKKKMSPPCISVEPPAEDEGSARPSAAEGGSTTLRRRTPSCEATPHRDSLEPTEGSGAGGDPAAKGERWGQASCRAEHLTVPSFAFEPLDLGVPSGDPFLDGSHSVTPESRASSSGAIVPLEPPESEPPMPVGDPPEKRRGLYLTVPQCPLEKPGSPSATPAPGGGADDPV
* = called active by the depositor. The list is partial. The share of hits here may be higher or lower than overall.

SMILES	Cav3 T inh
Cc1cc(/C=N/NC(=O)c2cccs2)c(C)n1-c1ccccc1	-7.89*
CN1CCc2cccc3c2[C@H]1Cc1ccc(O)c(O)c1-3	0.368
CCCc1ccc(-c2c(C)sc(N)c2C#N)cc1	-0.644
Cc1cc(C#N)c(C)n1-c1cc(S(=O)(=O)N2CCOCC2)ccc1N1CCCC1	0.478
COC(=O)NCCOc1nc(N(C)C)nc(N(C)C)n1	-0.0899
COc1cccc(-c2cc(C(=O)N3CCCc4ccccc43)no2)c1	-1.22
Cc1occc1C(=O)Nc1cccc(C(=O)O)c1	0.000371
COc1ccc(OC)c(NC(=O)CSc2nnc(Cn3nnc4ccccc43)n2C)c1	0.0302
COc1cnc(-c2ccccn2)nc1Sc1cccc(Cl)c1	0.57
COc1ccc(S(=O)(=O)N(C)CC(=O)NC2CCCCC2)cc1OC	0.676
O=C(COc1ccc(Cl)cc1Cl)NCCC1=CCCCC1	-0.398
CCCCN1CC(C(=O)NC2CCCCC2)CC1=O (stereo unspecified)	1.16
Cc1nn(C)c(Oc2cccc(Cl)c2)c1C(=O)O	0.172
O=C(O)C1C2C=CC3(CN(Cc4ccncc4)C(=O)C13)O2 (stereo unspecified)	-0.237
CCCCn1c(SCC(=O)N2CCC(C)CC2)nc2ccsc2c1=O	-1.28
O=C(O)c1ccc(Cl)cc1NC(=O)C1CCCO1 (stereo unspecified)	-0.914
COc1cccc(OCCNc2cc(N3CCCCC3)ccc2[N+](=O)[O-])c1	-4.09*
COc1ccc(-c2cc(C(F)(F)F)nc(SCCC(=O)NCc3ccco3)n2)cc1	0.39
Cc1cc(C)cc(-n2nnnc2SCC(=O)N2CCOCC2)c1	-0.094
COc1ccccc1N1CCN(C(=O)c2ccc(S(=O)(=O)N3CCCC3)cc2)CC1	0.496

Overlap with the part before: 7 compounds, followed by the next part.
SMILES	Cav3 T inh
O=C(O)C1C2C=CC3(CN(Cc4ccncc4)C(=O)C13)O2 (stereo unspecified)	-0.237
CCCCn1c(SCC(=O)N2CCC(C)CC2)nc2ccsc2c1=O	-1.28
O=C(O)c1ccc(Cl)cc1NC(=O)C1CCCO1 (stereo unspecified)	-0.914
COc1cccc(OCCNc2cc(N3CCCCC3)ccc2[N+](=O)[O-])c1	-4.09*
COc1ccc(-c2cc(C(F)(F)F)nc(SCCC(=O)NCc3ccco3)n2)cc1	0.39
Cc1cc(C)cc(-n2nnnc2SCC(=O)N2CCOCC2)c1	-0.094
COc1ccccc1N1CCN(C(=O)c2ccc(S(=O)(=O)N3CCCC3)cc2)CC1	0.496
COc1ccccc1-c1cc(C(F)(F)F)nc(S(=O)(=O)CCCC(=O)Nc2cc(C)on2)n1	-0.697
Cc1cc(C)n(-c2nc(NC(C)(C)C)nc(NC(C)(C)C)n2)n1	0.792
Cn1cccc1P(=O)(c1cccn1C)c1cccn1C	0.253
COc1ccc(S(=O)(=O)N2CCN(S(=O)(=O)c3ccc4c(c3)OCCO4)CC2)cc1	0.108
COc1ccc(Cn2c(SC)nc3ccccc32)cc1[N+](=O)[O-]	0.15
COC(=O)c1ccc(CS(=O)(=O)c2ccccc2C)o1	0.354
CCOC(=O)CSc1nc(C)c2ccccc2n1	-1.05
O=c1oc2ccccc2cc1-c1nnc(-c2cccc(Br)c2)o1	-0.415
COc1ccccc1NC(=O)c1cc(Cl)ccc1NC(=O)c1ccco1	-0.118
CCn1nnnc1SCC(=O)Nc1cccc(C)n1	0.0115
CCOC(=O)N1CCN(C(=O)CS(=O)(=O)c2cn(Cc3ccc(F)cc3)c3ccccc23)CC1	-0.242
N=c1ccn(CC(=O)NC(N)=O)c2ccccc12	1.07
C=C(C)C(=O)Nc1cccc(C2=NOC3(C2)C[C@@H](C(N)=O)N(C(=O)c2cc([N+](=O)[O-])cc([N+](=O)[O-])c2)C3)c1 (stereo partly specified)	0.651
CC1=C(C(=O)OCCOC(C)C)C(c2cc3c(cc2Br)OCO3)CC(=O)N1 (stereo unspecified)	0.635
CCCCNC(=O)Nc1ccc(Br)cn1	-0.697
O=C(CC1C(=O)OCN1C(=O)OCc1ccccc1)OCC(=O)c1ccccc1 (stereo unspecified)	-0.0218
COCc1c(C(=O)N2CCN(c3ccc(C(F)(F)F)cn3)CC2)oc2ccccc12	-4.73*
CCC(C)(C)NC(=O)c1ccc(S(=O)(=O)N(C)c2ccccc2OC)cc1	0.594
NCC1CCC(C(=O)Oc2ccc(CCC(=O)O)cc2)CC1 (stereo unspecified)	-0.0185
COc1ccc(Cl)cc1NC(=O)CCN1CCN(C)CC1	-0.0376
CC1(C(=O)NCCCNc2ncc(C(F)(F)F)cc2Cl)C=CC2(CCCCC2)N1C(=O)c1ccccc1 (stereo unspecified)	-2.79
Cn1c(SCc2nnc(-c3ccccc3Br)o2)nc2sc3c(c2c1=O)CCC3	-1.84
CCN1CCN(Cc2ccc(NC(=O)c3cc(NC(=O)c4cc5cccc(OC)c5o4)cc(OC)c3)cc2C(F)(F)F)CC1	-0.129
O=c1cc(-c2ccccc2)[nH]n1-c1ccc([N+](=O)[O-])cc1	-4.05*
Cn1cnnc1SCC(=O)c1ccc2c(c1)CCCC2	0.784
CC1(C(=O)CSc2nc3ccccc3[nH]2)CCC(=O)O1 (stereo unspecified)	0.338
O=C(O)CCc1ccc(-c2cccs2)n1NC(=O)c1ccc(O)cc1	0.0138
N#CC(c1cccc(Cl)c1)c1ncc(C(F)(F)F)cc1Cl (stereo unspecified)	-1.4
CN(Cc1cccs1)C(=O)COc1ccc(-c2nnco2)cc1	-0.055
c1ccc(CNc2ncnc3nc[nH]c23)cc1	0.211
CN1CCN(CC(=O)Nc2ccc(Oc3ccccc3)cc2)CC1	1.37
COc1ccc(CCn2nnnc2C(CC(C)C)N2CCC(C(N)=O)CC2)cc1OC (stereo unspecified)	0.204
Cc1[nH][nH]c(=O)c1N=Nc1ccccc1	0.0466
Cc1ccc(-c2nnn(CC(=O)N(CC(=O)NC3CCCC3)c3ccc(F)c(Cl)c3)n2)o1	-1.35
COc1ccccc1-c1cc(N)n(S(=O)(=O)c2ccc(F)c(C)c2)n1	-1.42
COc1cc(C(=S)N2CCCC2)ccc1O	0.257
COC(=O)CN1C(=O)CSc2ncccc21	0.875
O=C(Nc1ccc(Cl)cc1)OCc1cn(-c2ccc(Cl)cc2)nn1	-4.54*
Cn1c(=O)cc(OCCCC(=O)N2CCN(Cc3ccc4c(c3)OCO4)CC2)c2ccccc21	1.53
Cc1ccc(S(=O)(=O)NCC(=O)OC(C)C(=O)Nc2ncc(Cl)cc2Cl)cc1 (stereo unspecified)	-0.969
Cc1cc(C)nc(NC(=O)c2ccc(Cl)c(Cl)c2)n1	-0.402
COc1ccc(NC(=O)Cn2c(=O)n(CC(=O)NCc3ccco3)c(=O)c3ccccc32)cc1OC	0.0727
CCCN1C(=O)/C(=C/c2ccc(C)s2)SC1=Nc1ccc(OC)cc1	-0.747
CCOC(=O)c1c(C(C)(C)C)oc2ccc(O)cc12	-0.894
O=C(NCCc1csc(-c2ccc(C(F)(F)F)cc2)n1)c1cccs1	-6.12*
Cc1ccc(-n2nnnc2SCC(=O)c2cc(C)n(-c3cc(C)on3)c2C)cc1	-1.99
CCN(CC)CCNc1ncnc2c1[nH]c1ccc(OC)cc12	1.15
Cc1ccc2nsnc2c1S(=O)(=O)N(Cc1ccco1)Cc1cc2ccc(C)c(C)c2[nH]c1=O	0.0167
O=S(=O)(c1ccccc1)c1nc(-c2ccco2)oc1NCc1ccccc1	-4.09
CN(C)c1ccc(CNc2ccc3c(c2)ncn3C)cc1	0.511
CSc1ncc(CNc2cc([N+](=O)[O-])ccc2C)c(N)n1	-0.493
COc1ccc(S(=O)(=O)N(Cc2cc3cc(C)ccc3[nH]c2=O)CC2CCCO2)cc1 (stereo unspecified)	-0.0119
O=S(=O)(c1ccccc1)N(Cc1nc(-c2ccccc2)no1)C1CCCCC1	-3.56
Cc1ccc(Cn2nnc3c(=O)[nH]c(C(=O)NCc4ccco4)nc32)cc1	-0.798
Cc1ccccc1Oc1cccc(C(=O)/C(C#N)=C/N(C)C)c1	-0.924
NC(=O)CC[C@@H]1NC(=O)[C@@H]2CCCN2C(=O)c2cc([N+](=O)[O-])cc(I)c2NCCC[C@@H](C(=O)NC(CC(=O)O)C(N)=O)NC1=O (stereo partly specified)	-0.000518
C/C(=N\OC(=O)c1ccc(Cl)cc1)c1nccs1	-0.202
NC(=O)COc1ccc(C2c3c(oc4ccccc4c3=O)C(=O)N2CC2CCCO2)cc1 (stereo unspecified)	1.31
Cc1ccc(O)c(-c2cc(-c3cccc(F)c3)n[nH]2)c1	-0.311
CN1C(C(=O)NCCc2cccs2)CC2Cn3c(nc4cc5ccccc5cc43)C21 (stereo unspecified)	2.17

(further entries)
SMILES	Cav3 T inh
COc1ccccc1N1CCN(c2nc(C)nc3c2oc2ccccc23)CC1	-3.51
CCS(=O)(=O)N1CCCC(C(=O)NCc2ccccc2Cl)C1 (stereo unspecified)	0.951
CCOC(=O)NC(NC(=O)OCC)C(=O)c1ccccc1	1.01
CCOc1ccc2nc(SCC(=O)c3ccccc3)sc2c1	-0.0528
Cc1c(NS(=O)(=O)c2ccc3c(c2)n(C)c(=O)n3C)c(=O)n(-c2ccccc2)n1C	-1.44
Nc1ccc(S(=O)(=O)c2cccc(N)c2)cc1	1.31
COCCNCC(=O)C12CC3CC(CC(C3)C1)C2	0.831
CCC(=O)N1CCN(c2ccc(NC(=O)c3cc4ccccc4o3)cc2)CC1	1.21
Cn1c(=O)c2c3c(sc2n2c(SCC(N)=O)nnc12)CC(C(C)(C)C)CC3 (stereo unspecified)	4.19*
O=C(C1COc2ccccc2O1)N1CCN(c2ccccc2F)CC1 (stereo unspecified)	-1.49
CC1=C(C(=O)OCc2ccccc2)C(c2ccc(Cl)cc2Cl)NC(=O)N1CCCC(=O)O (stereo unspecified)	0.359
CCOc1ccc(NC(=O)CN2C(=O)COc3ccc(Cl)cc32)cc1	0.153
COc1ccc2nc3oc(C(=O)N4CCC(C(N)=O)CC4)cc3cc2c1	-0.637
Cc1c(Br)c(=O)[nH]c(=O)n1COCc1ccccc1	0.328
COC(=O)c1[nH]c2cccc(C)c2c1NC(=O)CN1CCCc2ccccc21	-0.367
Cc1nc2ccc(Cc3ccc4nc(C)[nH]c4c3)cc2[nH]1	0.386
CCn1c(Cc2ccccc2)nnc1SCC(=O)Nc1ccc2c(c1)OCCO2	0.132
CCn1cc([N+](=O)[O-])c(C(=O)Nc2c(C)nn(Cc3c(F)c(F)c(F)c(F)c3F)c2C)n1	-3.64
CN(C)S(=O)(=O)c1cccc(C(=O)OCC(=O)c2ccc3c(c2)NC(=O)CO3)c1	0.511
C=CCOc1ccc2ccccc2c1/C=N/O	-1.53*
COc1ccc(-c2cc(C(=O)N3CC4(C)CC3CC(C)(C)C4)no2)cc1 (stereo unspecified)	-1.39
C/C(=N\NS(=O)(=O)c1cccc([N+](=O)[O-])c1)c1cc2ccccc2o1	-0.824
O=C(CSc1ncnc2sc3c(c12)CCCC3)N1CCC(c2noc3ccc(F)cc23)CC1	-2.03
CCOC(=O)c1cccc(NC(=O)CSc2nnc(-c3cccnc3)n2CC)c1	1.68
O=C(Cc1ccc(Cl)cc1)N/N=C1\CCCc2ccccc21	0.0838
CCCOC(=O)Cc1n[nH]c(=O)[nH]c1=O	0.121
COc1cc2cc(C(=O)O)n(C)c2c(OC)c1OC	-0.826
CC(=O)Nc1nnc(SCc2ccc(F)cc2)s1	1.38
Cc1ccc(N2CC(C(=O)Nc3ccccc3C(=O)NC3CCCCC3)CC2=O)cc1C (stereo unspecified)	-1.35
COC(=O)COc1cccc2c(=O)n(CC(=O)NCCc3ccc(OC)c(OC)c3)ccc12	1.52
CCC(=O)NC1=C(C#N)C2(CCCC2)Cc2ccccc21	0.455
CC(=O)N1CCN(C(=S)c2ccc(-c3ccc(Cl)cc3)o2)CC1	-0.582
CC(C)C[C@H](NC(=O)c1nc[nH]c1C(=O)N1CCc2ccccc2C1)C(=O)OC(C)(C)C	-0.257
O=C(NCCc1ccncc1)Nc1ccccc1Cl	-2.81
CCCn1c(N)c(N2CCCCC2)c(=O)n(CC(=O)Nc2ccc(OC(F)(F)F)cc2)c1=O	0.166
CCOc1nc(C)ccc1-c1noc(C)n1	0.415
CCOc1ccc(S(=O)(=O)NCCC(=O)NCc2ccco2)cc1	-0.198
COC(=O)c1cc(=O)n(Cc2ccc3c(c2)OCO3)c(=Nc2ccccc2)s1	-2.23
Cc1ccc(/C=C/C(=O)N2CC(C)CC(C)C2)o1 (stereo unspecified)	0.442
O=C(Nc1cccc(NC(=O)c2cccnc2Cl)c1)c1ccco1	-0.849

Arranged by count of non-hydrogen atoms (highest first): some entries from above
SMILES	Cav3 T inh
COC(=O)COc1cccc2c(=O)n(CC(=O)NCCc3ccc(OC)c(OC)c3)ccc12	1.52
CC(C)C[C@H](NC(=O)c1nc[nH]c1C(=O)N1CCc2ccccc2C1)C(=O)OC(C)(C)C	-0.257
C/C(=N\NS(=O)(=O)c1cccc([N+](=O)[O-])c1)c1cc2ccccc2o1	-0.824
CCOc1ccc(S(=O)(=O)NCCC(=O)NCc2ccco2)cc1	-0.198

Some of the entries above in another layout:
CC(C)C[C@H](NC(=O)c1nc[nH]c1C(=O)N1CCc2ccccc2C1)C(=O)OC(C)(C)C
  Cav3 T inh: -0.257
O=C(NCCc1ccncc1)Nc1ccccc1Cl
  Cav3 T inh: -2.81

More results
SMILES	Cav3 T inh
CC1CCCCN1C(=O)CSc1nnc(-c2cccnc2)n1C1CCCCC1 (stereo unspecified)	0.16
NC(=O)c1ccc(NS(=O)(=O)c2ccccc2F)cc1	0.338
COCC(C)n1c(C)cc(C(=O)COC(=O)c2ccc(N3CCCC3=O)cc2)c1C (stereo unspecified)	0.974
CCOC(=O)c1c(C)n(C)c2ccc(O)c(CN3CCN(C)CC3)c12	1.67
CCc1ccc(NC(=O)C(C)Oc2nnc(-c3cccs3)c(-c3cccs3)n2)cc1 (stereo unspecified)	-4.41*
Cc1nc2ncnn2c(N2CCC(C(=O)NC3CCCC3)CC2)c1Cc1ccccc1	0.756
Cn1nc(C(=O)N2CCOCC2)c2ccccc2c1=O	-0.307
CCOC(=O)CSc1nnc(Cn2nnc(-c3ccccc3)n2)n1CC	0.17
Cc1ccc(-n2ncc3c2ncn2nc(-c4ccco4)nc32)c(C)c1	1.06
COc1ccc(C(C)(C)C)cc1NC(=O)c1ccoc1C	-3.14

Screening data from PubChem BioAssay.
